# PV pol inh: inhibitors of poliovirus RNA polymerase binding and polymerization | P03300 | % elongation, % (compound at 16.7 µg/mL) | poliovirus polymerase elongation, fluorescence polarization; active compounds read low | hit rate 0.66% among 150,000; in the data active = % elongation below about 90%; note: some results filed as inactive read as strong as hits
# Target sequence (P03300 1749-2209 limits assumed): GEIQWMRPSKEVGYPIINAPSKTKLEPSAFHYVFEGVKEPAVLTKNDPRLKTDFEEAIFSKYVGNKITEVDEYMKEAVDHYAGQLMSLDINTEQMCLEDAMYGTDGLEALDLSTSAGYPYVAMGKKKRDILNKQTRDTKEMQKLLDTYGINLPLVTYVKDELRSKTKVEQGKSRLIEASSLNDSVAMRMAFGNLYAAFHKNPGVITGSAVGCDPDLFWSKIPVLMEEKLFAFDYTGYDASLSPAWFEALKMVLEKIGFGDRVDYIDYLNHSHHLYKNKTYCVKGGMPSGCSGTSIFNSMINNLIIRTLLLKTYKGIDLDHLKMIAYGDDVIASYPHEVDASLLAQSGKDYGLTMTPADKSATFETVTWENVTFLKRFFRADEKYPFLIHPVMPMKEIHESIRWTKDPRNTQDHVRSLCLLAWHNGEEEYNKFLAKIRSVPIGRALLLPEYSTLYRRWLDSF
# PV pol inh FP z-score: second read-out of PV pol inh, no call of its own (marks repeat the call); z-score; measured here: FP z-score; hits read low
# * = called active by the depositor; & = joins results of further samples. The list is partial; rates above refer to the full screens.
SMILES,PV pol inh,PV pol inh FP z-score
CCCc1cc(=O)n2c3c(sc2n1)C(=O)N(Cc1ccccc1)C3=O,108,0.4
Cc1ccc(S(=O)(=O)CCSCc2csc3ccccc23)cc1,105,0.4
CCCNC(=O)N1CCN(c2cccc(C(F)(F)F)c2)CC1,103,0.3
O=C(NCCc1nc2ccccc2[nH]1)c1ccc(Cl)c(Cl)c1,104,0.7
O=C(NO)C12CCC(CC1)C2,99,-0.5
CC(C)CCNC(=O)C1CCN(C(=O)c2cc3sccc3n2Cc2ccc(F)cc2)CC1,104,0.4
CCC1CCCCN1C(=O)Cn1c(=O)cc(C(F)(F)F)c2c(C)nn(C)c21 (stereo not given),102,-0.9
Cc1nnc(Sc2nc(Nc3ccccc3)nc(Nc3ccccc3)n2)s1,105,0.8
COc1ccc(-c2cc(C)no2)cc1S(=O)(=O)N1CCOc2ccccc21,113,1.4
ON=Cc1cccn1-c1ccccc1,99,-0.9
CCN(CC)C(=O)c1c(NC(=O)c2ccccc2F)sc2c1CCC(C(C)(C)C)C2 (stereo not given),104,-0.1
CCOC(=O)c1c[nH]c2cc3c(cc2c1=O)OCCO3,105,0.9
c1ccc(Oc2ncnc3sccc23)cc1,120,2.3
CN(C)C(=O)CN(c1ccccc1)S(=O)(=O)c1ccccc1,107,1.5
COc1ccc(Cc2nc3ccc(S(=O)(=O)N4CCOCC4)cc3[nH]2)cc1,100,0
CCc1nn(-c2ccccc2)c2nc(-c3ccccc3O)c3cc(OC)c(OC)cc3c12,102,-0.1
O=C(c1ccc(Cl)cc1Cl)n1c(=O)oc2cc(S(=O)(=O)N3CCCCC3)ccc21,103,0
CCN1CCN(Cc2ccccc2C#N)CC1,101,-0.1
Cc1cc2c(cc1S(=O)(=O)N1CCc3ccccc3C1)n(C)c(=O)c(=O)n2C,102,-0.3
Cc1ccc(NC2(c3nnnn3CCOC(=O)Nc3ccc(Cl)cc3)CCCCC2)cc1,104,0.7
CCC(CC)c1nc2ccccc2c(=O)[nH]1,101,-0.1
Fc1ccc(CNCc2ccccc2)cc1,103,0.8
Cc1ccc(S(=O)(=O)c2nnn3c2nc(NCc2ccc4c(c2)OCO4)c2sccc23)cc1C,105,-0.2
CCn1cnc2c(=O)[nH][nH]c(=O)c21,99,-0.5
COc1ccccc1CNS(=O)(=O)c1ccc(N2CCCCS2(=O)=O)cc1,105,-0.1
C=CCn1cc(/C=C(/C#N)c2ccc(F)cc2)c2ccccc21,100,0.2
CCCCn1c(SCC(=O)c2ccccc2)nc2ccsc2c1=O,101,-0.2
COc1ccc2c(c1)CC(NC(=O)Nc1ccc(NC(C)=O)cc1)CO2 (stereo not given),110,0.8
Cc1ccccc1NC(=O)CCn1cnc2onc(-c3ccc(F)cc3)c2c1=O,102,-0.1
CCSc1ncc(Cl)c(C(=O)Nc2c(C(=O)c3ccccc3)oc3ccccc23)n1,112,-0.2
O=C(Nc1ccc(Cl)cc1)N1CCC(c2ccccc2)C1 (stereo not given),101,-0.9
CNC(=O)c1c(O)c2ccccc2[nH]c1=O,112,0.9
Cc1nn(Cc2ccccc2Cl)c(C)c1NC(=O)COCc1cc(-c2ccc3c(c2)OCO3)on1,100,-0.3
Cc1cccc(N2CCN(S(=O)(=O)c3c(C)nc4scc(C)n4c3=O)CC2C)c1 (stereo not given),107,0.7
S=c1ccc2nnc(-c3ccccc3)n2[nH]1,101,-0.1
CC(=O)O[C@@H]1[C@H]2OC(C)(C)O[C@H]2O[C@@H]1C(O)CO (stereo not given in full),107,0.5
Cn1c(Cc2nc(-c3cnccn3)no2)nnc1SCc1ccc(Cl)cc1,102,-0.4
O=C(c1ccccc1)N1CC(=O)N(OCc2ccccc2)C1c1cccs1 (stereo not given),100,-0.2
O=C1CC(c2ccccc2)NC(c2ccccc2)C1 (stereo not given),101,0.6
COc1ccc(N2CCN(c3c(C(=O)c4ccc(C)cc4)cnc4cc(OC)c(OC)cc34)CC2)cc1,104,0.8
CCC(C)c1ccc(NC(=O)CC(C)C)cc1 (stereo not given),101,0.1
CC1(C)CC(=O)C(C=NC2CC(C)(C)NC(C)(C)C2)=C(O)C1,102,0.1
O=C(CN1CCN(Cc2ccc(Cl)cc2)CC1)N1CCc2ccccc21,105,0.4
CCc1ccc(C(=O)NC(=S)Nc2ccc3[nH]c(=O)[nH]c3c2)cc1,103,0.4
Cc1scc(CN2CCN(C(=O)c3ccco3)CC2)c1C,104,1
Cc1noc(/C=C/c2ccco2)c1S(=O)(=O)N1CCC(C(=O)Nc2ccc(F)cc2F)CC1,105,0.1
O=c1[nH]c(-c2ccc(S(=O)(=O)N3CCCC3)cc2)nc2sc3c(c12)CCCC3,107,1
CCC(=O)N1c2ccccc2CC1C(=O)N1CCN(c2cccc(Cl)c2)CC1 (stereo not given),104,-0.5
CC1N=C2c3ccccc3N=C(SCc3ccc(F)cc3)N2C1=O (stereo not given),100,-0.3
Cc1cc(C)c(C2=CSC3=NS(=O)(=O)CCN23)c(C)c1,102,-0.1
O=C(Cn1ncc(Cl)c(Cl)c1=O)N1CCCc2ccccc21,93,-1.3
CCc1ccc(C(=O)NC2=NC(c3cc(OC)ccc3OC)CC(=O)N2)cc1 (stereo not given),105,-0.2
C=CCN(C(=O)Cn1c(=O)n(-c2ccc(C)cc2)c(=O)c2sccc21)c1ccccc1,99,-1.1
O=C(Nc1ccc2nc(SCC(=O)N3CCCC3)sc2c1)c1ccc(Br)cc1,103,-0.9
COc1ccc(-c2ccc(C#N)c(SCC#N)n2)cc1OC,99,-0.2
Cc1cccc(CCN2CCC(C(=O)c3ccc(NS(C)(=O)=O)cc3)CC2)n1,100&99,-0.6&-0.2
COc1cccc(C2C(C#N)=C(N)Oc3c2c(=O)n(C)c(=O)n3C)c1 (stereo not given),101,0.3
Cn1nnnc1SCc1ccccc1,97,-1.7
CCOc1ccc(C(=O)N2CCC(C(=O)OC)CC2)cc1,101,0.1
COC(=O)C1=[N+]([O-])OC(C(=O)OC)C1c1c[nH]c2ccccc12 (stereo not given),100,-0.5

# Among those listed so far, these have an NH in an aromatic ring:
SMILES,PV pol inh,PV pol inh FP z-score
O=C(NCCc1nc2ccccc2[nH]1)c1ccc(Cl)c(Cl)c1,104,0.7
CCOC(=O)c1c[nH]c2cc3c(cc2c1=O)OCCO3,105,0.9
COc1ccc(Cc2nc3ccc(S(=O)(=O)N4CCOCC4)cc3[nH]2)cc1,100,0
CCC(CC)c1nc2ccccc2c(=O)[nH]1,101,-0.1
CCn1cnc2c(=O)[nH][nH]c(=O)c21,99,-0.5
CNC(=O)c1c(O)c2ccccc2[nH]c1=O,112,0.9
S=c1ccc2nnc(-c3ccccc3)n2[nH]1,101,-0.1
CCc1ccc(C(=O)NC(=S)Nc2ccc3[nH]c(=O)[nH]c3c2)cc1,103,0.4
O=c1[nH]c(-c2ccc(S(=O)(=O)N3CCCC3)cc2)nc2sc3c(c12)CCCC3,107,1
COC(=O)C1=[N+]([O-])OC(C(=O)OC)C1c1c[nH]c2ccccc12 (stereo not given),100,-0.5

# (cont.)
SMILES,PV pol inh,PV pol inh FP z-score
Cc1c(C)c2c(cc(C)c3c(-c4ccccc4)coc32)oc1=O,102,-1
CC(C)N(Cc1ccccc1)C(=O)c1cc(-c2ccccc2)n[nH]1,103,0.2
COc1ccc(CNS(=O)(=O)c2ccc(C(=O)N(C)C)s2)cc1,103,-0.8
O=C(/C=C/c1ccco1)OCc1cccc(C(F)(F)F)c1,106,0.5
O=C(c1cc(S(=O)(=O)N2CCCC2)c(Cl)cc1Cl)N1CCCC1,102,0.3
S=C1NC2=C(CCc3ccccc32)C(c2ccccc2)N1 (stereo not given),103,0.4
Cc1ccc(C)c(N2CCN(C(=O)C3CCC(CNS(=O)(=O)c4cccs4)CC3)CC2)c1 (stereo not given),111,0.7
O=C(C1CCCO1)N1CCN(c2ccccn2)CC1 (stereo not given),99,-0.2
CC(C)NC(=O)c1cccc(N2CCCS2(=O)=O)c1,99,-1.2
Cc1ccc(NC(=O)Cn2cc3c(n2)CCC(C)C3)c(Cl)c1 (stereo not given),99,-1
Cc1ccccc1CSCC(=O)NCc1ccccc1,102,0
O=C(Oc1ccc2c(c1)OCO2)c1ccncc1,96,-0.9
O=C(Cn1c(=O)c2ccccc2n2nncc12)Nc1ccc(Br)cc1,101,-0.1
CC(C)(C)C(=O)CNS(=O)(=O)c1ccc(S(=O)(=O)N2CCCC2)cc1,100,-0.6
CC(NCc1c(C(=O)O)n(C)c2ccccc12)C12CC3CC(CC(C3)C1)C2 (stereo not given),102,0.3
COc1ccc(NC(=O)C(Cc2ccccc2)NS(=O)(=O)c2cccc3cccnc23)cc1 (stereo not given),100,-1.2
CCc1nc(SC)ncc1C(=O)NCCN1CCN(c2cccc(Cl)c2)CC1,102,0
O=C(Nc1ccc2oc(=O)ccc2c1)c1cccs1,103,0.3
CCCNc1ccccc1-c1nc2n[nH]nc2c(=O)[nH]1,99,-0.8
NNC(=O)C1C2CCCCC21 (stereo not given),98,-0.3
Cn1nc(NCc2ccc(Cl)cc2)c(=O)n(C)c1=O,103,0.2
O=C(CSc1nc(SCC(=O)c2ccccc2)c2ccccc2n1)c1ccccc1,107,0.3
Cc1onc(-c2ccccc2)c1C(=O)Nc1ccc2c(C)cc(=O)oc2c1,106,0.9
COc1ccc(C)cc1NC(=O)COc1ccccc1F,102,-0.1
CCOc1ccc(CNC(=O)c2ccc(NC(=O)N3CCCCc4ccccc43)cc2)cc1,109,0.3
COc1cc(C(=O)NCCSc2c(C)[nH]c3ccccc23)cc(OC)c1OC,106,0.3
CN(C(=S)NCc1ccco1)C(c1ccccc1)c1ccccc1,100,-0.2
OCCn1c(SC2CCCCC2)nc2ccccc21,100,-0.1
O=C(c1ccco1)c1cn(CCOc2ccccc2Cl)c2ccccc12,103,0.4
Cc1nc(S(=O)(=O)NCCNc2ccc(-c3ccc(F)cc3)nn2)cn1C,105,0.5
O=C(NCc1cccnc1)c1cnn2c1NC(c1ccccc1)CC2C(F)(F)F (stereo not given),103,1.8
CCOc1cc(CNC(=O)c2ccc3nc(CCc4ccccc4)oc3c2)ccc1OC,108,0.2
O=C(Cc1ccccc1)Nc1nn2c(COc3ccccc3)nnc2s1,104,0.2
O=C(OCc1ccc(-c2cc(C(F)(F)F)cc(C(F)(F)F)c2)o1)c1ccc2c(c1)CCO2,101,-0.3
COC(=O)c1ccccc1NC(=O)CSc1nc2ccsc2c(=O)n1CCC(C)C,109,0.7
CCOc1ccc(N2CC(c3nc4ccccc4n3CCCOc3ccccc3OC)CC2=O)cc1 (stereo not given),101,-1.3
COc1ccccc1CCN(Cc1ccco1)Cc1ccco1,103,0.3
COCCCNC(=O)c1c(NC(=O)c2cc(=O)c3cc(C)c(C)cc3o2)sc2c1CCCC2,106,-0.3
CCOC(=O)/C=C1\SCC(=O)N1CCSc1nc(C)cs1,116,2.1
O=S(=O)(Nc1ccc(O)cc1)c1ccc2ccccc2c1,92,-2.4
CC(C)CN(CC(C)C)CC(O)Cn1cnc2c1c(=O)n(C)c(=O)n2C (stereo not given),103,0.1
CCc1ccc(CNC(=O)c2ccc(NC(=O)N3CCSc4ncccc43)cc2)cc1,101,-0.8
Cc1ccc(NC(=O)CN2C(=O)c3ccccc3Sc3ccc(C(=O)N4CCCC4)cc32)cc1,109,0.5
COc1ccc(S(=O)(=O)NCC(c2ccco2)N2CCOCC2)cc1C (stereo not given),103,-0.8
COc1ccc(-c2[nH]c3ccccc3c2SCCNC(=O)c2ccc(S(=O)(=O)N(C)C)cc2)cc1,109,1.4
COc1cc2c(cc1OC)-c1cc(=Nc3c(C)cc(C)cc3C)n(C)c(=O)n1CC2,100&98,-0.4&-0.5
Cc1ccc(S(=O)(=O)NN2C(=O)c3ccccc3NC23CCCC3)cc1,101,0.1
Brc1cccc(OCCSc2ncccn2)c1,100,0
O=C(COc1ccccc1)Nc1ccc2nc(SCCOc3ccccc3)sc2c1,109,0.4
CN=C1SC(CC(=O)NC(N)=O)C(=O)N1C (stereo not given),101,0.1
CCOC(=O)c1ccc(NS(=O)(=O)c2ccc3c(c2)CCN3C(=O)CC)cc1,114,0.4
Cc1cc(C)cc(NC(=O)NCC2CCN(Cc3cc(C)ccc3C)CC2)c1,110,0.5
S=C(c1nc2ccccc2[nH]1)N1CCOCC1,98,-0.6
CCOc1ccccc1C=Nc1ccc(Br)cc1,105,0.3
CCOc1ccc(OCC)c(NC(=O)CC(C)n2nc(C)cc2C)c1 (stereo not given),105,-0.3
Cc1ccccc1-c1noc(CSc2nc(-c3ccc(F)cc3)cc(=O)[nH]2)n1,101,-1.6
Fc1cc(Br)ccc1N=Cc1ccco1,147,4.3
Cc1oc2c(cc(NS(=O)(=O)c3ccc(Br)cc3)c3ccccc32)c1C(=O)OCc1ccccc1,103,-0.6
O=C1N(CN2CCCCC2)c2ccccc2C12OCCCCO2,101,-0.4
Nc1nn(-c2ccccc2)nc1C(=O)OCc1ccc(Cl)cc1,103,-0.1
# Other records follow.
SMILES,PV pol inh,PV pol inh FP z-score
Cc1csc(-c2cc3ccccc3oc2=O)n1,105,0.6
Cc1cc(C(=O)Oc2cccc(Cl)c2)n(C(C)(C)C)n1,100,-0.3
CCC1CCCCN1C(=O)CSc1cnc2ccccc2n1 (stereo not given),106,0.7
COc1ccc(-c2nn(-c3ccccc3)cc2C=C2C(=O)CC(C)(C)CC2=O)cc1,102,0.1
CC1=C(C(=O)NCc2cccc(F)c2)C2(CCCCCC2)OC1=O,101,-1

# Of the compounds above, these have a tert-butyl group:
SMILES,PV pol inh,PV pol inh FP z-score
CCN(CC)C(=O)c1c(NC(=O)c2ccccc2F)sc2c1CCC(C(C)(C)C)C2 (stereo not given),104,-0.1
CC(C)(C)C(=O)CNS(=O)(=O)c1ccc(S(=O)(=O)N2CCCC2)cc1,100,-0.6
Cc1cc(C(=O)Oc2cccc(Cl)c2)n(C(C)(C)C)n1,100,-0.3

# Screens deposited in PubChem BioAssay by ICCB-Longwood Screening Facility, Harvard Medical School.
